SENP6 inh = SENP6 protease inhibition. hit rate 1.8% among 330,000. inhibition, % at 10 µM. Q9GZR1. Recombinant SENP6 catalytic domain, aminoluciferin luminescence;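 active = inhibition above about 50% at the single tested dose, limit read from the data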;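 note: plate controls were DMSO wells with enzyme for no effect and DMSO wells lacking enzyme for full effect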
Target sequence (Q9GZR1 628-1112 limits assumed): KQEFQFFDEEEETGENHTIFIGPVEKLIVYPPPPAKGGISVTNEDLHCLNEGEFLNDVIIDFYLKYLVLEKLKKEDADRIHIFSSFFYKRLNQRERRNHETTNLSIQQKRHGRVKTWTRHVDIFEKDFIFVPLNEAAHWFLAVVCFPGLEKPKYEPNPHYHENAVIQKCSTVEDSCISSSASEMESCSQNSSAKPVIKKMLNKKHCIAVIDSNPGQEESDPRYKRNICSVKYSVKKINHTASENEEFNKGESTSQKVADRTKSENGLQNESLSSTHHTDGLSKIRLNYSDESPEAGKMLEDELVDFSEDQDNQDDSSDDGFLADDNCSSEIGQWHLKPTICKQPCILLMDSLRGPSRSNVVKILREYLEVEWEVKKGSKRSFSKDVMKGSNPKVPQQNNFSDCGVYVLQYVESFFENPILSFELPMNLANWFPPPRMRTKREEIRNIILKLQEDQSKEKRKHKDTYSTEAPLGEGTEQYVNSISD
SENP7 block = inhibitors of human SENP7 protease; Q9BQF6; recombinant SENP7, Z-RLRGG-aminoluciferin luminescence, 40 min; inhibition, % at 5 µM; hit rate 1.5% among 330,000;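 active = inhibition above about 50% at the single test dose, limit read from the data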;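 note: plate controls were DMSO with enzyme for no effect and no enzyme buffer wells for full effect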
Target sequence (Q9BQF6 706-1050 limits assumed): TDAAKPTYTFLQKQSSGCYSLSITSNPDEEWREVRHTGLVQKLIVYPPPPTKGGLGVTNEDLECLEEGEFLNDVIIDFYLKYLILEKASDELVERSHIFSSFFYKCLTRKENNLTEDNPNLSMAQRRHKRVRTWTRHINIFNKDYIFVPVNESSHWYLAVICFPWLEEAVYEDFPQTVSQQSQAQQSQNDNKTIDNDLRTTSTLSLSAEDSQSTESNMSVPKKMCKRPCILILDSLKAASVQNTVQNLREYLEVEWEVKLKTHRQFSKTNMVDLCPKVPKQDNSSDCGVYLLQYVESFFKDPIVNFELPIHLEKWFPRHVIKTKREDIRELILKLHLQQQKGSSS
HKDC1 inhibitor = HKDC1 (human) hexokinase inhibition. Q2TB90. recombinant HKDC1, G6PDH/diaphorase resazurin coupled fluorescence. inhibition, % at 20 µM. hit rate 0.16% among 340,000;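 active = inhibition above about 35% when tested at 20 µM, limit read from the data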;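 note: plate controls were DMSO wells with enzyme for no effect and DMSO wells lacking enzyme for full effect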
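Material – in-house recombinant HK5 (HKDC1) enzyme · Quantity – HKDC1 at 5 µg/mL · Buffer or medium – pH 8.0 Tris buffer with 10 mM MgCl2 · Reagent – glucose with 1 mM ATP · Dosing – single 20 µM dose · Times – reaction time 90 min, room temperature, protected from light · Technique – resorufin fluorescence at 613 nm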
SENP8 block-1 = SENP8 protease inhibition; Q96LD8; purified SENP8, Z-RLRGG-aminoluciferin cleavage, luminescence; inhibition, % at 10 µM; hit rate 1.2% among 330,000; AID 2540; in the data active = inhibition above about 50%
Target sequence (Q96LD8 whole entry, looked up): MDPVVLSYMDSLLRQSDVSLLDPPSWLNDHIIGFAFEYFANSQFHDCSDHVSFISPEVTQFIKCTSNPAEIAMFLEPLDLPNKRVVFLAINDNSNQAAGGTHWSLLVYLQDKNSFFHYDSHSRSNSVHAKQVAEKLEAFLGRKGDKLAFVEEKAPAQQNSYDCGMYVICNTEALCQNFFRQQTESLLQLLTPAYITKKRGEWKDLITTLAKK
Apaf-1 inh = inhibitors of human Apaf-1 apoptosome; reconstituted apoptosome caspase-3 activity, DEVD-Rh110 fluorescence; inhibition, % at 20 µM; hit rate 0.71% among 330,000; AID 489030; active = inhibition of at least 40% at 20 µM;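 note: plate controls were DMSO wells for no effect and DEVD-CHO caspase inhibitor wells for full effect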
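Medium: Hepes buffer, pH 7.5 / System: biochemical Apaf-1 apoptosome reconstitution / Measured by: Rh110 fluorescence, excitation 480 nm, emission 540 nm / Times: compound with Apaf-1, dATP, procaspase-3 30 min, then 50 min reaction, room temperature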
PfG6PD inh = PfG6PD (Plasmodium falciparum) enzyme inhibition | PfGluPho enzyme, NADPH resazurin-diaphorase fluorescence | inhibition, % at 20 µM | hit rate 0.78% among 350,000;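 active = inhibition reaching at least a set limit at 20 µM in the primary screen, cut at about 59% in these data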;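 note: 0% = DMSO wells with substrate and 100% = DMSO wells lacking glucose-6-phosphate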
SENP1 inh = blocks the human SENP1 SUMO protease catalytic domain; Q9P0U3; recombinant SENP1 catalytic domain, CyPet-SUMO1-YPet FRET cleavage; inhibition, % at 10 µM; hit rate 0.21% among 360,000; AID 624204;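 active = inhibition at least 30% at 10 µM, raw YFP signal under a set limit, fluorescence ratio 0.5 to 1.5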;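 note: 0% = enzyme with DMSO and 100% = no enzyme wells; some results filed as inactive read as strong as hits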
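Material: hSENP1 catalytic domain, recombinant; medium: Tris pH 8 with BME, BSA, NP40 and catalase; compound: single concentration of 10 µM compound, 0.5% DMSO final; technique: FRET read of cyan and yellow fluorescence; timing: 50 min enzyme reaction, room temperature, light-protected; reagent: SFCypet-SUMO1-SFYpet substrate at 25 nM; control set: no-enzyme low, enzyme-DMSO high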
SENP8 block-2 = blocks human SENP8 cleavage of Nedd8 substrate | recombinant SENP8, Nedd8 substrate fluorescence | inhibition, % at 20 µM | hit rate 0.64% among 360,000 | AID 602440; in the data active = inhibition mostly above about 40%, no sharp cut-off; inactive = mostly below about 27%
NALP3 yeast inh = NALP3 inhibition in yeast | Yeast reconstituted NLRP3/ASC/caspase-1, beta-gal luminescence, 24 h | inhibition, % at 10 µM | hit rate 0.39% among 330,000;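 active = inhibition of 50% or more; inactive = inhibition below 50%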;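 note: plate controls were induced DMSO wells for no effect and uninduced yeast grown without galactose for full effect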
The depositor's hits bear a star; / = no result given.

SMILES	SENP6 inh	SENP7 block	HKDC1 inhibitor	SENP8 block-1	Apaf-1 inh	PfG6PD inh	SENP1 inh	SENP8 block-2	NALP3 yeast inh
CCC(C)(C)NC(=O)c1ccc2c(c1)S(=O)(=O)c1ccccc1C2=O	5	7	-3	-1	13	15	0	10	-3
O=[N+]([O-])c1ccc(-c2nc3ccc([N+](=O)[O-])cc3[nH]2)cc1	85*	76*	-4	68*	-8	86*	4	28	21
O=C(Nc1ccc(Cc2ccncc2)cc1)C1CCC(N2C(=O)C3CC=CCC3C2=O)CC1 (stereo unspecified)	7	-5	-9	5	2	-14	2	10	2
COc1ccccc1CN1C[C@@H]2C[C@@H](c3cccc(C)c3)N3CCC[C@@]23C1=O	-4	-2	-8	0	7	0	0	-3	13
c1ccc(-c2noc(-c3ccno3)n2)nc1	-17	7	-3	-5	-8	-3	0	29	10
Cc1onc(-c2ccccc2)c1-c1ccnn1S(=O)(=O)c1ccc(Cl)cc1	-6	-1	5	9	-8	-2	1	28	0
O=C(NCc1n[nH]c(=S)n1-c1ccccc1)c1ccc(S(=O)(=O)N2CCCCC2)cc1	-5	3	0	-3	-2	24	1	11	20
CN(Cc1ccc(O)cc1)C1CCCCC1	-1	10	6	2	-5	-5	0	2	8
Cc1ccc(OCc2ccc(C(=O)Nc3ccc(S(N)(=O)=O)cc3)o2)cc1	6	-4	-8	10	2	-4	1	-1	-4
COc1cc(C(=O)N[C@@H](C)C(=O)NCc2ccco2)cc(OC)c1OC	12	4	-2	1	2	-9	1	16	4
CCC(C)[C@H](NC(=O)[C@@H]1Cc2ccccc2CN1C(=O)OC(C)(C)C)C(=O)NCC1CCC(C(=O)O)CC1 (stereo partly specified)	-26	-12	-10	-10	-3	-21	1	6	5
O=C(Cn1nc(C(=O)O)c2ccccc2c1=O)Nc1cc(S(=O)(=O)N2CCOCC2)ccc1Cl	-8	-1	11	1	0	-20	3	-268	13
Cc1ccc(Nc2nc(N)nc(CN3CCN(c4ccccc4)CC3)n2)cc1Cl	-14	-3	2	-15	34	10	-3	10	17
CCSc1nc2c(c(=O)[nH]c(=O)n2C)n1CC(O)COc1ccccc1 (stereo unspecified)	-4	2	18	-8	0	2	-2	8	8
Cc1ccccc1Nc1nc(N)nc(COC(=O)CCS(=O)(=O)c2ccccc2)n1	-22	-3	-10	-3	-10	11	-7	7	4
CC(C)(C)OC(=O)N1CCC[C@H]1C(=O)OCC(=O)Nc1cc(S(C)(=O)=O)ccc1Cl	7	-4	1	8	0	-13	3	-6	3
C/C(CC(=O)Nc1cccc(F)c1)=N\NC(=O)c1ccncc1	2	-10	-6	-2	-9	-20	-2	10	15
O=C(c1ccco1)C(O)c1ccco1 (stereo unspecified)	0	6	-6	2	-2	-23	3	27	-11
COc1ccc(N2C(=O)/C(=C\c3ccco3)N=C2SCC(=O)NC(C)C)cc1Cl	5	8	-8	-1	3	-1	-1	5	7
NC1=C(c2ccccc2)C(=O)NC1=O	-12	-12	-3	-14	12	7	4	13	13
CCOc1ccc2[nH]c(=O)c(CN(CC3COCCO3)C(=O)c3ccco3)cc2c1 (stereo unspecified)	-3	-4	-2	-3	0	-3	1	-491	13
Cc1cccc(C(=O)N=c2sccn2C)c1[N+](=O)[O-]	4	1	1	1	-8	3	-1	6	32
CC(C)(C)c1ccc(C(=O)NCc2nnc(SCC(=O)NC3CCCCC3)o2)cc1	6	1	6	6	10	-7	1	6	11
O=C1c2ccccc2C(=O)C12OC2c1ccc(Cl)cc1 (stereo unspecified)	22	19	/	19	27	/	/	/	-131
COc1ccccc1N(CC(=O)NCCc1ccccc1)S(C)(=O)=O	-24	-8	-13	-7	-1	3	1	2	-2

More records
SMILES	SENP6 inh	SENP7 block	HKDC1 inhibitor	SENP8 block-1	Apaf-1 inh	PfG6PD inh	SENP1 inh	SENP8 block-2	NALP3 yeast inh
CCOC(=O)Cc1csc(NC(=O)c2ccc(Br)cc2)n1	-16	9	-2	-14	14	1	2	9	41
O=C(NC1CC1)c1cccc(Nc2ccc(-c3ccc4c(c3)OCCO4)nn2)c1	7	13	-11	0	7	13	2	-10	3
CN(CC(=O)Nc1ccc(Cl)c(C(F)(F)F)c1)C(=O)CCNC(=O)c1ccco1	-22	-7	-2	3	3	-3	-1	14	11
CC(Sc1nc2c(cc1C#N)CCCCC2)C(=O)O (stereo unspecified)	-11	5	3	-1	1	-9	/	/	8
CC(C)NS(=O)(=O)c1ccc(OCC(=O)N2CCCC2)c(Cl)c1	-15	-8	0	-10	-3	-4	-1	14	7
COC(=O)c1cc2n(n1)CCN(Cc1ccccc1F)C2=O	-1	-6	-7	2	-3	4	2	21	22
CCc1cccc(C)c1NC(=O)CSc1nc(C)c(C)o1	-9	-3	-2	-4	1	-2	2	16	29
COc1cc2c(cc1NCc1ccccn1)oc1ccccc12	-5	4	10	-1	10	30	-12	-498	19
COc1ccccc1C(=O)Nc1ccc2nc3n(c(=O)c2c1)CCCC3	-9	2	-4	2	6	-19	1	-1	11
CC1C(c2ccc3c(c2)OCO3)c2cc3c(cc2OC1N1CCOCC1)OCO3 (stereo unspecified)	/	/	-1	/	/	7	2	9	/
CN(c1ccccc1)C(c1ccc(F)cc1)c1nnnn1C1CCCC1 (stereo unspecified)	1	-1	-2	-3	7	0	-1	7	-3
Cc1cc(C)cc(NC(=S)NCc2ccc3c(c2)OCO3)c1	-7	8	5	1	19	-1	1	21	12
CCC(Cc1ccccc1)NS(=O)(=O)c1ccc2c(c1)NC(=O)CS2 (stereo unspecified)	-11	11	0	-18	16	5	1	18	3
CCCc1nnc(SCC(=O)N2C(C)CCCC2C)n1CC1CCCO1 (stereo unspecified)	-9	-2	-6	-1	2	-2	2	22	5
Cc1cc(=O)n2c3ccccc3n(CC(O)CN3CCCC3)c2c1C#N (stereo unspecified)	-12	-3	3	2	-4	-2	-5	-187	14
Cc1ccc(S(=O)(=O)N(C)c2ccc(OC(=O)CN3C(=O)NC4(CCCC4)C3=O)cc2)cc1C	-12	10	-2	-4	13	7	1	10	13
O=C(NC(=S)NNC(=O)c1cccs1)c1ccccc1	-16	5	-4	-9	2	14	4	5	8
CCCc1cc(=O)[nH]c(SCC(=O)Nc2cc(S(=O)(=O)N3CCCCC3)ccc2C)n1	5	5	2	1	-10	-41	0	7	10
Cn1cnnc1SCC(=O)OCN1C(=O)c2ccccc2C1=O	-17	13	-3	-3	6	-8	-1	27	16
Cc1ccc(-c2noc(C3CCN(S(=O)(=O)c4ccc5c(c4)OCCO5)CC3)n2)o1	-7	-7	-2	-3	10	9	0	14	26
COc1ccc(C=C(c2ccc(OC)cc2)c2ccc(OC)cc2)cc1	-3	13	6	-1	24	4	0	-129	16
COCC(=O)Nc1ccc2c(c1)OCC(=O)N2Cc1ccc(C)cc1	8	-4	-4	-2	2	-12	2	7	12
COC(=O)C1=C(N)Oc2cc(N(C)C)ccc2C1c1ccccc1OC (stereo unspecified)	-8	-13	2	-6	17	3	-24	-239	3
O=C(N/N=C/c1ccc(Cl)c([N+](=O)[O-])c1)c1ccc2nc[nH]c2c1	-8	-5	0	-9	16	-1	-3	32	3
CC(=O)c1cccc(NC(=O)Cn2cnc(S(=O)(=O)N3CCCC3)c2)c1	-4	12	3	-7	-3	-15	2	16	-2

4 structures from above, arranged by number of heavy atoms, ascending.
SMILES	SENP6 inh	SENP7 block	HKDC1 inhibitor	SENP8 block-1	Apaf-1 inh	PfG6PD inh	SENP1 inh	SENP8 block-2	NALP3 yeast inh
COC(=O)c1cc2n(n1)CCN(Cc1ccccc1F)C2=O	-1	-6	-7	2	-3	4	2	21	22
O=C(N/N=C/c1ccc(Cl)c([N+](=O)[O-])c1)c1ccc2nc[nH]c2c1	-8	-5	0	-9	16	-1	-3	32	3
CCC(Cc1ccccc1)NS(=O)(=O)c1ccc2c(c1)NC(=O)CS2 (stereo unspecified)	-11	11	0	-18	16	5	1	18	3
CC1C(c2ccc3c(c2)OCO3)c2cc3c(cc2OC1N1CCOCC1)OCO3 (stereo unspecified)	/	/	-1	/	/	7	2	9	/

Additional results.
SMILES	SENP6 inh	SENP7 block	HKDC1 inhibitor	SENP8 block-1	Apaf-1 inh	PfG6PD inh	SENP1 inh	SENP8 block-2	NALP3 yeast inh
CCn1cc(/C=N/NC(=O)c2ccc(C#N)cc2F)c2ccccc21	-6	1	-2	5	-13	107*	2	15	-1
CC1CCCC(NC(=O)CNCc2ccccc2F)C1C (stereo unspecified)	9	6	0	1	-16	17	0	5	-5
CC(O/N=C\c1ccccc1O)C(=O)Nc1ccccc1C(=O)N1CCOCC1 (stereo unspecified)	-10	12	-8	-6	-1	15	1	2	17
O=C(O)c1nn2c(c1Br)NC(c1ccccc1)CC2C(F)(F)F (stereo unspecified)	10	1	3	1	-1	-11	-1	25	23
COc1ccc(NC(=O)c2sccc2C)c([N+](=O)[O-])c1	23	24	-5	-1	2	13	4	33	40
Cc1ccc(S(=O)(=O)CCc2nc3ccccc3n2CCC#N)cc1	-11	-8	-4	-6	4	-3	1	26	3
CSc1ncccc1C(=O)NC1CCCCCC1	-12	0	-11	-4	0	-10	1	6	10
O=C(C1CCN(S(=O)(=O)c2ccccc2)CC1)N1CCc2ccccc21	3	0	4	-9	10	-1	-2	2	1
O=C(c1ccc(Cl)c(Cl)c1)N1CCC(=O)N(C(COCc2ccc(Cl)cc2)Cc2ccccc2)CC1 (stereo unspecified)	-7	8	2	5	18	12	1	11	5
COc1ccccc1NC(=O)N[C@@H](Cc1c[nH]c2ccccc12)C(=O)NN	-4	-7	-2	-7	5	-5	2	16	3
CCOc1ncccc1C(=O)N(CC)CC(=O)NCc1ccc(Cl)cc1	10	-2	-1	7	2	-7	5	12	23
CSc1ncccc1C(=O)OCC(=O)N(C)C1CCS(=O)(=O)C1 (stereo unspecified)	-16	-15	-7	-5	4	-14	2	30	-7
NC(=S)n1[nH]c(-c2ccccc2)c(N=Nc2ccccc2C(=O)N2CCOCC2)c1=O	8	1	-18	12	4	5	4	14	14
O=C(CN(Cc1cccs1)C(=O)CNS(=O)(=O)c1ccc(F)cc1)NCc1ccco1	-7	-7	-1	-3	5	-10	3	13	1
CCCCSc1nnc2n(CCc3ccccc3)c(=O)c3c4c(sc3n12)COC(C)(C)C4	-13	6	5	-6	12	4	3	14	4
Cc1nn(-c2ccccc2)c(Cl)c1C(=O)OCC(=O)N(C)c1c(N)n(Cc2ccccc2)c(=O)[nH]c1=O	2	10	1	6	3	-3	0	3	9
COc1ccc(-c2noc(N3CCC(C(=O)N4CCN(c5ccccn5)CC4)CC3)n2)cc1	-5	-5	6	0	33	14	3	-4	-8
CC(C)Sc1nc2ccccc2n1CC(=O)NCc1ccc2c(c1)OCO2	1	10	-6	2	4	-7	2	20	10
COc1ccccc1C(c1nnnn1C(C)(C)C)N1CCCCCC1 (stereo unspecified)	-15	1	-9	11	8	7	-1	10	0
O=C(NCCS(=O)(=O)N1CCN(Cc2ccccc2)CC1)c1ccc(F)cc1	-2	-13	-7	12	-5	6	1	13	23
CCN(CC)C(=O)CCc1nc2sc3c(c2c(=O)[nH]1)CCCC3	10	10	0	2	9	9	-2	8	12

From PubChem
